# mcGAS RapidFire: inhibitors of mouse cGAS. inhibition, % at 12.5 µM. recombinant mouse cGAS, cGAMP by RapidFire MS. hit rate 0.18% among 130,000;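 active = inhibition of cGAS enzyme activity at or above 60%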;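 also: enzyme stimulated by 45 bp dsDNA with ATP and GTP substrates; cGAMP share of summed cGAMP plus half ATP and half GTP signals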
# Target sequence (Q8C6L5 whole entry, looked up): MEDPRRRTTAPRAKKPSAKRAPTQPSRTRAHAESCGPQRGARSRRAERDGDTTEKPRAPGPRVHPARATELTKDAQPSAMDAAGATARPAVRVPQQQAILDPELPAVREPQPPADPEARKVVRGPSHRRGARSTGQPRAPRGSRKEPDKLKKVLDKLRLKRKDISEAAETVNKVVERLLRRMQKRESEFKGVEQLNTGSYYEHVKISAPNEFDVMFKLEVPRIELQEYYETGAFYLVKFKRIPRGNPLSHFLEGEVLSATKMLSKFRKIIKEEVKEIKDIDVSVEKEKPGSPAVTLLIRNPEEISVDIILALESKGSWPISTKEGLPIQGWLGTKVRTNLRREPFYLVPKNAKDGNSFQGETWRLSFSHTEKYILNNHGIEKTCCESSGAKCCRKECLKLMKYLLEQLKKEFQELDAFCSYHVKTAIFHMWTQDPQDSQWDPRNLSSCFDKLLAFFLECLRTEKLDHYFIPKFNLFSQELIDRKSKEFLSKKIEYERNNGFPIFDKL
# An asterisk follows results filed as active. These rows are one share of the data (hit frequency here may not be typical).
# The opening 5 records (preview)
SMILES,mcGAS RapidFire
O=S(=O)(c1ccc(Br)cc1)N1CCN(Cc2nc(-c3ccccc3)no2)CC1,-2.1
C[C@@H]1CN(C(=O)c2nc3sccn3c2-c2nc3ccc(F)cc3[nH]2)C[C@H](C)O1,-8.7
Cn1c(N)c(Br)c(=O)[nH]c1=O,-2.9
CC(=O)NCCNc1nc(CN2CCC(C)CC2)nc2sc3c(c12)CCC3,-5.9
CN(Cc1ccccc1)Cn1nc2n(C)c(=O)c3ccccc3n2c1=S,-0.6

# Results (from the top)
SMILES,mcGAS RapidFire
O=S(=O)(c1ccc(Br)cc1)N1CCN(Cc2nc(-c3ccccc3)no2)CC1,-2.1
C[C@@H]1CN(C(=O)c2nc3sccn3c2-c2nc3ccc(F)cc3[nH]2)C[C@H](C)O1,-8.7
Cn1c(N)c(Br)c(=O)[nH]c1=O,-2.9
CC(=O)NCCNc1nc(CN2CCC(C)CC2)nc2sc3c(c12)CCC3,-5.9
CN(Cc1ccccc1)Cn1nc2n(C)c(=O)c3ccccc3n2c1=S,-0.6
COc1cccc2c1OC(c1ccc3c(c1)OCO3)C([N+](=O)[O-])=C2 (stereo unspecified),-5.4
N#Cc1cc2c(cc1NS(=O)(=O)c1cccc(S(=O)(=O)c3ccccc3)c1)OCO2,-29.0
CCOc1nn(CC)cc1C(=O)N1CCOCC1,-10.1
O=C(COCc1ccccc1)N1CCN(C(C(=O)N2CCc3ccccc3C2)C2CCCC2)CC1 (stereo unspecified),-5.8
Cc1cc(C(=O)NCc2cccnc2N(C)C2CCCCC2)nn1C,-9.1
Cc1c(=O)n(OCc2ccc(I)cc2)c2ccccc2[n+]1[O-],-5.1
CC1=NOC(C(=O)Nc2ccccc2OCCCc2ccccc2)C1 (stereo unspecified),-10.7
CCOC(=O)c1ccc(NC2CC(C)(C)NC(C)(C)C2)nc1,-3.8
CCc1nc(-c2c(-c3ccccc3)ncn2Cc2n[nH]c3c2CCC3)c(C)[nH]1,-13.8
Cc1cc(=O)[nH]c(-n2nc(C)c(CCC(=O)Nc3ncccc3C)c2C)n1,-3.0
Oc1ccc(-c2ncc(F)c(N3CCCC3)n2)cc1,2.1
C(=Nc1ccc(C23CC4CC(CC(C4)C2)C3)cc1)c1cccnc1,-12.9
CN1CCN(C(=O)c2ccccc2NC(=O)c2ccco2)CC1,-1.4
Cc1ccc(-c2ccc(=O)n(CCCNC(=O)C(C)Oc3ccccc3F)n2)cc1 (stereo unspecified),7.2
NC(=O)Cc1csc(NC(=O)c2ccc(-n3cccc3)c(F)c2)n1,-8.2
Cc1cccc(NC(=O)CC(=O)N(C)CCCO)c1C,-27.2
CCC(=O)OC(C(C)=O)C1CC(C)N(c2ccccc2)N1C(C)=O (stereo unspecified),-1.3
CC1CCCCN1CCNC(=O)c1cc(C2CC2)nn1C(C)(C)C (stereo unspecified),-5.7
O=C(NCCCc1ccccn1)c1ccc(-c2ccc(F)c(CO)c2)nc1,-14.4
CCn1ncc(C(=O)NCc2cnn(-c3ccccc3OC)c2)c1C,-5.3
O=S(=O)(c1ccc2c(c1)CCC2)N1CCC(c2nc3ccccc3o2)CC1,-15.0
Cc1csc2nc(CSCCC(=O)N3CCc4ccccc43)cc(=O)n12,-8.6
Cc1c(O)cccc1C(=O)N1CCC(c2[nH]ncc2-c2cccc(F)c2)CC1,-13.4
CNC(=O)c1c(NC(=O)c2cnc(C(C)C)nc2C)sc2c1CCCC2,-10.8
COc1ccc2nc(CCNC(=O)CC(=O)Nc3cc(C)cc(C)c3)[nH]c2c1,-26.4
CCc1cnc(C)nc1N1CCCC(n2cc(C(=O)NC3CCCC3)nn2)C1 (stereo unspecified),-2.8
CN(Cc1cc(-c2ccccc2)no1)Cc1ccc(-c2ccn[nH]2)o1,-3.4
Cc1cnccc1-c1cccc(C(=O)O)c1,-8.4
COc1ccc(CCNC(=O)CCCNS(=O)(=O)c2cccs2)cc1OC,4.7
CC(C)(C)NN=Cc1cc(Br)ccc1O,-4.9
C=CC[C@@H]1CC=C[C@@H](c2ccccc2)N1C(=O)c1ccc2nnnn2c1,-1.3
CCCCS(=O)(=O)N1CCN(C(=S)c2ccc(N(C)C)cc2)CC1,-5.6
CN1CCN(C(=O)C23CCC(C2)C(C)(C)C3=O)CC1 (stereo unspecified),0.2
CN1CCN(Cn2ncn(C3CC3)c2=S)C(c2ccccc2)C1 (stereo unspecified),15.5
Cc1ccn2cc(CNC(=O)c3cccc(-n4cccn4)c3)nc2c1,-4.2
CCCOc1cc(S(=O)(=O)Nc2ccccc2C)ccc1Br,9.1
N#CC(NC(=O)CC1(O)CCCCC1)c1ccc(F)cc1F (stereo unspecified),-9.9
CCCCc1ccc(NC(=O)COC(=O)C23CCC(=O)N2CCS3)cc1 (stereo unspecified),-1.1
CNS(=O)(=O)c1ccc(C(=O)Nc2nc(-c3ccc(NS(C)(=O)=O)cc3)cs2)cc1,-2.4
COc1ccc(N2CCN(C(=O)c3ccccc3N3CCC(NC(=O)CC(C)(C)C)CC3)CC2)cc1,-8.0
O=C(NCCc1nc2ccccc2[nH]1)C(=Cc1ccccc1)c1ccccc1,-2.7
COC(=O)c1ccc(Cn2c(C)c(C(=O)NCc3ccco3)sc2=O)o1,-4.7
CC1(C)ON=C(c2ccco2)N(C/C=C/c2ccccc2)C1=O,-7.2
Cn1c(C(=O)N2COCC2(C)C)cc2c(=O)n3ccccc3nc21,-6.3
c1ccc(OCc2noc(CN3CCC(c4nc5ccccc5[nH]4)CC3)n2)cc1,-1.4
COC(=O)c1ccc2c(C(=O)C(F)(F)F)cn(CC(N)=O)c2c1,6.4
COc1ccc(C)cc1C(C)NC1CCC(C#N)(c2ccccc2)CC1 (stereo unspecified),-2.5
O=C1OC(c2ccc(Br)cc2)=N/C1=C\N1CCOCC1,-10.9
Cc1c(C(=O)c2cccs2)sc2nc3c(c(=O)n(C)c(=O)n3C)n12,-5.7
Cc1nn(Cc2nnc(SCC(=O)O)n2-c2ccccc2F)c(C)c1C,-38.4
COCC(=O)N1CCC(C(=O)Nc2ccc(-c3cccc(C)c3)cc2)CC1,0.8
COc1cccc(C(=O)N2CCN(Cc3ccc4nsnc4c3)CC2)c1,-6.8
Cc1cc(C(=O)N2CCCC(CNS(=O)(=O)C(C)C)C2)c(C)n1Cc1ccco1 (stereo unspecified),-1.1
COCCn1c(C)cc(O)c(C(c2ccccn2)N2CCC(C)CC2)c1=O (stereo unspecified),-9.6
CC(c1c(F)cccc1F)S(=O)(=O)Cc1nnc(C2CCC2)o1 (stereo unspecified),-17.0
# (continued)
SMILES,mcGAS RapidFire
Cc1cc(=O)n2[nH]c(-c3ccc(C(C)(C)C)cc3)cc2n1,-3.3
O=C(c1cc(F)c(Cl)cc1Cl)N1CCN(S(=O)(=O)N2CCCC2)CC1,1.9
CC1(C(=O)NS(=O)(=O)c2cccc(C#N)c2)CCN1C(=O)CCc1ccccc1 (stereo unspecified),-12.5
O=S(=O)(Nc1ccccc1)c1ccc(Cl)s1,6.4
CN1C(=O)Cc2cc(C3=NNC(=NCc4ccco4)SC3)ccc21,4.7
O=C(NCc1ccc2c(c1)OCCO2)c1cc(Cl)ccc1Cl,-5.4
FC(F)(F)CCc1ccnc(NCc2ccc3c(c2)OCCCO3)n1,-11.7
Cc1nn(C)c(C)c1CCC(=O)N1CC(C(N)=O)c2ccccc21 (stereo unspecified),-16.4
CC(C)c1cc(CNC(=O)N2CCC(Cc3cnn(C)c3)C2)on1 (stereo unspecified),-24.1
CC(C)(C)c1ccc(S(=O)(=O)Nc2cccc(S(C)(=O)=O)c2)cc1,-4.6
CCCN1CCC(C)(C(=O)Nc2ccc3c(c2)OCO3)C1 (stereo unspecified),-9.9
Cc1ncc(C[n+]2csc(CCOC(=O)C34CCC(CC3)C4)c2C)c(N)n1,-7.2
COC(=O)c1cc(C(=O)N2CCN(C)CC2)cc([N+](=O)[O-])c1,-6.6
CN1CCc2c(sc(N)c2C(N)=O)C1,-2.9
Cc1ncoc1C(=O)N1CCCC(C(=O)Nc2cccc(-c3ccc(F)cc3)c2)C1 (stereo unspecified),-3.0
COC(=O)c1[nH]ncc1CN(C)Cc1csc(-c2ccccc2)n1,-5.7
Cc1cc(C)c2c(N)c(-c3nn4c(=O)cc(C)nc4s3)sc2n1,2.0
CC(NC(=O)CCCc1nc2ccccc2c(=O)[nH]1)c1cccc(C(F)(F)F)c1 (stereo unspecified),-1.1
C=CCOC(C)C(=O)Nc1ncn(CC(=O)N2CCCCCC2)n1 (stereo unspecified),-3.4
CN(c1ccccc1)P(=O)(N(C)c1ccccc1)N(C)c1ccccc1,-7.7
Cc1ccc(C(C)NC(=O)CN2CCCC2c2ccc3c(c2)OCCCO3)cc1C (stereo unspecified),-7.8
CCCN(CC(F)F)C(=O)NC(C)C(=O)N1CCCCC1C (stereo unspecified),-5.6
CCOCCCC(=O)NC(c1ccccc1C)C(C)(C)C (stereo unspecified),-0.6
COc1cc(S(=O)(=O)Nc2ccccc2F)c(OC)cc1Cl,10.9
c1ccc(COC2CCN(Cc3ccco3)CC2)cc1,-2.6
COc1ccc(F)cc1C(=O)N(C)C,1.8
COC(=O)[C@]1(C)C[C@H](C(=O)N(C)Cc2ncc(C)[nH]2)[C@H](c2ccccc2)N1C,0.3
CC1Cc2cc(-c3cc(CNC(=O)Cc4noc5ccccc45)no3)ccc2O1 (stereo unspecified),-0.8
O=C(Cc1csc(Nc2ccc(F)cc2)n1)NCC1CCCO1 (stereo unspecified),-11.1
O=C1C(CCc2ccccc2)ON=C(c2cnccn2)N1Cc1ccc(F)cc1 (stereo unspecified),-3.1

# Exported with values ahead of the structure: part of the list above
mcGAS RapidFire,molecule
-7.7,CN(c1ccccc1)P(=O)(N(C)c1ccccc1)N(C)c1ccccc1
-7.8,Cc1ccc(C(C)NC(=O)CN2CCCC2c2ccc3c(c2)OCCCO3)cc1C (stereo unspecified)
-5.6,CCCN(CC(F)F)C(=O)NC(C)C(=O)N1CCCCC1C (stereo unspecified)
-0.6,CCOCCCC(=O)NC(c1ccccc1C)C(C)(C)C (stereo unspecified)

# The list continues:
SMILES,mcGAS RapidFire
CN(CCCC(=O)Nc1ccc2[nH]c(=S)oc2c1)C(=O)OC(C)(C)C,-7.8
Cc1ccc(CNC(=O)C(=O)NCCc2ccc(N(C)C)cc2)cc1,-3.9
O=C(NCC1CC1)C1=CN2CCN(Cc3ccccc3)C(=O)N=C2O1,-5.8
CN1CCN(C(c2ccncc2)c2ccc3cccnc3c2O)CC1 (stereo unspecified),4.6
C=CCNC(=S)NN1CCN(C)CC1,-7.3
Cc1noc(C)c1CN(C)Cc1cccn1S(=O)(=O)c1ccccc1,-7.8
CN(C)C(=O)CNc1nc(CSc2ccccc2)nc2sc3c(c12)CCCC3,-7.6
Cn1cnnc1Sc1c(NCc2ccco2)c2ccccc2[nH]c1=O,-2.4
CNC(=O)c1nnc2n1CCN(C(=O)c1ccc(C)c(F)c1)C2,-9.7
N#Cc1ccc(-c2cccc(CNC(=O)NCc3ccon3)c2)s1,4.1
CSCCC(C)N(C)c1ncc(C(N)=O)cc1Cl (stereo unspecified),-34.9
CCOc1ccc(C2(C)NC(=O)N(Cc3cc(Cl)c4c(c3)OCCCO4)C2=O)cc1 (stereo unspecified),-4.3
Cc1cccc(CNC(=O)c2sc(=O)n(Cc3ccc(S(C)(=O)=O)cc3)c2C)c1,-7.6
O=C(O)c1ccccc1C(=O)NNC(=O)C(c1ccccc1)c1ccccc1,-3.6
N#CC1C(=N)Oc2c(ccc3cccnc23)C1c1ccccc1 (stereo unspecified),-3.3

# Five records drawn at random from the list so far:
SMILES,mcGAS RapidFire
CCOc1ccc(C2(C)NC(=O)N(Cc3cc(Cl)c4c(c3)OCCCO4)C2=O)cc1 (stereo unspecified),-4.3
CN1CCN(C(c2ccncc2)c2ccc3cccnc3c2O)CC1 (stereo unspecified),4.6
Cc1ccc(CNC(=O)C(=O)NCCc2ccc(N(C)C)cc2)cc1,-3.9
Cn1cnnc1Sc1c(NCc2ccco2)c2ccccc2[nH]c1=O,-2.4
Cc1noc(C)c1CN(C)Cc1cccn1S(=O)(=O)c1ccccc1,-7.8

# Further results
SMILES,mcGAS RapidFire
C=CCn1c(=NC(=O)c2cccc(S(C)(=O)=O)c2)sc2cc(S(C)(=O)=O)ccc21,-1.4
CCc1nc(NC(=O)c2ccc(OC(F)F)cc2)sc1C,-10.6
O=C(O)/C=C/c1nc(-c2ccccc2)n2ccccc12,9.3
COCc1nnc(NC(=O)CN2CCCC3(C2)CN(C)C(=O)O3)s1 (stereo unspecified),-13.1
Cc1ccc(S(=O)(=O)Nc2cc(Br)cn(C)c2=O)c(F)c1,-28.9
O=C1C2C3C=CC(CNc4ccccc4)(O3)C2C(=O)N1c1ccccc1 (stereo unspecified),-4.9
CCOC(=O)CCNC(=O)C1(c2cccc(C)c2)CC1,-2.8
Cn1ccnc1CC(NC(=O)c1cccc(Cl)c1Cl)c1ccccc1 (stereo unspecified),-11.5
COc1cccc(-n2c(N)c(C#N)c3nc4ccccc4nc32)c1,-0.7
COc1ccc(C=C2N=C(c3cccc(F)c3)OC2=O)cc1,-3.4
N#Cc1ccc(Oc2cccc(C(=O)O)c2)cc1,-14.2
[O-][n+]1onc2c1CCc1nnccc1-2,-50.7
COCC(NC(=O)C(=O)N1CCc2ccccc2C1)c1ccnn1C (stereo unspecified),3.2
Cc1ccccc1-n1nc2c(c1NC(=O)c1ccc(N3C(=O)CCC3=O)cc1)CSC2,-4.6
Cc1ccc(CN2C(=O)C(C)ON=C2c2ccccc2F)cc1 (stereo unspecified),-8.7
C=CCc1cccc(C=Nc2ccc3nc[nH]c3c2)c1O,-13.1
CCN(C(=O)Cn1cc([N+](=O)[O-])ccc1=O)C1CCS(=O)(=O)C1 (stereo unspecified),-4.0
Cc1ccc2n1CCN(C(=O)c1ccc(-n3cncn3)c(F)c1)C2C (stereo unspecified),-8.5
COc1ncc(CN2CCC3(CCCN(CCC4CCCCC4)C3=O)C2)cn1 (stereo unspecified),-4.5
O=C(Nc1ccc(Cl)cc1)Nc1ccc(I)cc1F,-2.7
O=C(NCCCN1CCCC1)C1CC(=O)N(C2CCCC2)C1 (stereo unspecified),-2.6
Cc1ccc(C2c3c(oc4cc(C)c(C)cc4c3=O)C(=O)N2c2cc(C)on2)cc1 (stereo unspecified),-12.6
Cc1ccc(C(=O)Nc2ccc(C(=O)NCC(N)=O)cc2)cc1Cl,-5.2
CCS(=O)(=O)Nc1cccc(C2=NN(S(C)(=O)=O)C(c3cccc(C)c3)C2)c1 (stereo unspecified),-14.8
CC1CCCCC1OCCN1CCCC(c2ccnn2CCO)C1 (stereo unspecified),-5.0

# Screening data from PubChem.
